FBW7 activator = FBW7 E3 ligase activators, primary screen, biochemical, AlphaScreen, human | F-box/WD repeat-containing protein 7 (Homo sapiens), Q969H0 | AlphaScreen FBW7–phospho-cyclin E peptide binding, activator screen | normalized activity (activation), % at 26.1 µM | hit rate 0.13% among 650,000 | AID 1259310, 2017; in the data active = normalized activity above about 1.9%;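 note: purified mutant Fbw7 with reduced substrate affinity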
Target sequence (Q969H0 whole entry, looked up): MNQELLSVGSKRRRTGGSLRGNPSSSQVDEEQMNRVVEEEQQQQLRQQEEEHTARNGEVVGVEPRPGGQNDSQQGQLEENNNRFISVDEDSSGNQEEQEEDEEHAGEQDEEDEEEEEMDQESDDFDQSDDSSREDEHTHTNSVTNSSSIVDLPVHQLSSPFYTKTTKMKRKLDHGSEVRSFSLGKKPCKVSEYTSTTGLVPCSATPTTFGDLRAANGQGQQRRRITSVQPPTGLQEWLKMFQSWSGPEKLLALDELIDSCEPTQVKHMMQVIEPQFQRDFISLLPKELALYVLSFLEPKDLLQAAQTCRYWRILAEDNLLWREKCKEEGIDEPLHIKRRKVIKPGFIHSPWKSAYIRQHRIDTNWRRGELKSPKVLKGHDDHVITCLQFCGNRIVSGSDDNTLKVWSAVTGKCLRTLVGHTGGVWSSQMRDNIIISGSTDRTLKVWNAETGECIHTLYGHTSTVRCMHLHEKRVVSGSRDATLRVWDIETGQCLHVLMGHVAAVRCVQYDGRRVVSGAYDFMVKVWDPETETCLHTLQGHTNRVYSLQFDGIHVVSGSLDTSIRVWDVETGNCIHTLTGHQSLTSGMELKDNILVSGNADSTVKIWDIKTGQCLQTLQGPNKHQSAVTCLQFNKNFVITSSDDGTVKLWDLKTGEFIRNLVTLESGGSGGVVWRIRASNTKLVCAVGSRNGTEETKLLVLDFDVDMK
GPR151 activ = activators of human GPR151, primary screen, cell-based, PathHunter beta-arrestin, luminescence; activation, % at 11.2 µM; hit rate 1% among 650,000; AID 1508602, 2020; PathHunter beta-arrestin GPR151 cells; G-protein coupled receptor 151 (Homo sapiens), Q8TDV0; in the data active = activation above about 4.9%;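 note: 0% = median of compound wells and 100% = cells with positive control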
TEAD-YAP block = TEAD-YAP interaction inhibition, primary screen, TEAD-YAP interaction inhibitor project, luminescence, HEK-TIYL cells; TEAD-Gal4/YAP UAS-luciferase luminescence; inhibition, % at 9.12 µM; hit rate 1.4% among 640,000; AID 1259422, 2018; in the data active = inhibition above about 32%;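 note: 0% = median of test compound wells and 100% = reference inhibitor wells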
MITF inh = MITF inhibitors, primary screen, biochemical, AlphaScreen, human; inhibition, % at 2.6 µM; Microphthalmia-associated transcription factor (Homo sapiens), O75030; AlphaScreen MITF homodimerization, bead proximity signal; hit rate 0.91% among 650,000; in the data active = inhibition above about 50%;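 note: 0% = vehicle wells with protein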
* hit, by the source's call.

For COc1ccccc1N1CCN(C(=O)CSc2nnc(NC(=O)C3CCC3)s2)CC1 the results were FBW7 activator 0.1, GPR151 activ -0.7, TEAD-YAP block 10.3 and MITF inh -5.7.
Screening O=C(N/N=C/c1sc(=O)[nH]c1-[n+]1ccc2ccccc2c1)c1ccncc1 returned FBW7 activator 0.1, GPR151 activ 2.1, TEAD-YAP block -7.1 and MITF inh 18.5.
For COc1cccc(C2C(C(N)=O)=C(C)Nc3nc(SCc4ccccc4F)nn32)c1 (configuration not stated) the results were FBW7 activator -0.1, GPR151 activ 1.5, TEAD-YAP block -9.9 and MITF inh -8.8.
Screening CC(C)OC(=O)C1=c2/c(=C/c3ccco3)c(N)c(C#N)n2C(=O)C(c2ccco2)S1 (configuration not stated) returned FBW7 activator 0.1, GPR151 activ -1.2, TEAD-YAP block 1.9 and MITF inh 14.9.
`COc1ccc(NC(=O)NC(=O)N(c2ccccc2)S(C)(=O)=O)c(C)c1` gave FBW7 activator -0.1, GPR151 activ -0.6, TEAD-YAP block 8.1 and MITF inh -5.9.
`Cc1ccc(-c2nc3ccccc3c(=O)n2NC(=O)c2ccc([N+](=O)[O-])cc2)cc1` gave FBW7 activator -0.1, GPR151 activ 0.4, TEAD-YAP block 14.2 and MITF inh -3.3.
For Cn1cc(S(=O)(=O)N2CCCC2)cc1C(=O)N1CCN(C2CCCCC2)CC1 the results were FBW7 activator 0.0, GPR151 activ -0.2, TEAD-YAP block -11.3 and MITF inh -14.0.
Screening CCc1cc(=O)oc2cc(OCC(=O)OC(C)(C)C)ccc12 returned FBW7 activator -0.3, GPR151 activ 0.8, TEAD-YAP block -3.2 and MITF inh -8.0.
COc1ccc(-c2nnc(NC(=O)COc3ccc(C)cc3)s2)cc1OC was read as FBW7 activator -0.1, GPR151 activ 0.4, TEAD-YAP block 3.9 and MITF inh -0.6.
Screening CC1CCCCC12NC(=O)N(CC(=O)Nc1ccc(F)c(F)c1F)C2=O (configuration not stated) returned FBW7 activator 0.1, GPR151 activ 3.3, TEAD-YAP block 9.0 and MITF inh -0.7.
COc1ccc(-c2cc(C(F)(F)F)n3nc(C(=O)Nc4cc(C)ccc4C)cc3n2)cc1OC was read as FBW7 activator -0.1, GPR151 activ 1.1, TEAD-YAP block -5.3 and MITF inh -4.4.
For O=[N+]([O-])c1ccc(/C=N/Nc2ccccn2)cc1 the results were FBW7 activator 0.0, GPR151 activ -1.5, TEAD-YAP block -8.5 and MITF inh -12.5.

A stretch taken from the entries so far, as a working copy:
Screening CC1CCCCC12NC(=O)N(CC(=O)Nc1ccc(F)c(F)c1F)C2=O (configuration not stated) returned FBW7 activator 0.1, GPR151 activ 3.3, TEAD-YAP block 9.0 and MITF inh -0.7.
COc1ccc(-c2cc(C(F)(F)F)n3nc(C(=O)Nc4cc(C)ccc4C)cc3n2)cc1OC was read as FBW7 activator -0.1, GPR151 activ 1.1, TEAD-YAP block -5.3 and MITF inh -4.4.
For O=[N+]([O-])c1ccc(/C=N/Nc2ccccn2)cc1 the results were FBW7 activator 0.0, GPR151 activ -1.5, TEAD-YAP block -8.5 and MITF inh -12.5.

(list continues)
For CCCCNC(=O)c1ccc2c(c1)NC(=O)C(CS(=O)(=O)Cc1cccc(C)c1)N2 (configuration not stated) the results were FBW7 activator 0.2, GPR151 activ -0.8, TEAD-YAP block 0.8 and MITF inh 1.3.
COC(=O)C1=C(C)OC(N)=C(C#N)C1c1cccc(OCc2ccccc2)c1 (configuration not stated) was read as FBW7 activator 0.1, GPR151 activ -2.7, TEAD-YAP block 2.8 and MITF inh 13.2.
For Cc1ccccc1C(=O)Nc1nnc(-c2cc(C)n(C)n2)o1 the results were FBW7 activator -0.6, GPR151 activ -2.3, TEAD-YAP block 11.0 and MITF inh 22.0.
`Cc1ccc2c(COC(=O)CNC(=O)c3ccccc3F)cc(=O)oc2c1` gave FBW7 activator 0.9, GPR151 activ -1.5, TEAD-YAP block 3.6 and MITF inh 9.7.
Screening COc1ccc(-c2cc(C#N)nc(N3CCN(C)CC3)n2)cc1 returned FBW7 activator 0.0, GPR151 activ 0.9, TEAD-YAP block 0.3 and MITF inh 2.2.
Screening Cc1ccc(C2CC(=O)NC(SCC(=O)Nc3nccs3)=C2C#N)cc1 (configuration not stated) returned FBW7 activator 0.4, GPR151 activ 1.1, TEAD-YAP block 4.7 and MITF inh -6.1.
For O=C(O)c1cccc(Nc2c([N+](=O)[O-])c(=O)oc3ccccc23)c1 the results were FBW7 activator 0.0, GPR151 activ 0.3, TEAD-YAP block 1.9 and MITF inh -2.9.
COc1ccc(-c2cncc(C(=O)NCCOc3ccccc3)c2)cn1 was read as FBW7 activator 0.2, GPR151 activ 1.6, TEAD-YAP block 8.8 and MITF inh -1.1.
Screening O=C(CNCc1ccc(Cl)cc1)N1CCCC1 returned FBW7 activator 1.4, GPR151 activ -1.5, TEAD-YAP block 10.3 and MITF inh 5.3.
For CC1(C(=O)OCC(=O)c2ccc(Cl)cc2)CC1(Cl)Cl (configuration not stated) the results were FBW7 activator 0.3, GPR151 activ 0.8, TEAD-YAP block -31.0 and MITF inh -2.5.
COc1ccc(C2=N/C(=C\c3ccc(C)o3)C(=O)O2)cc1[N+](=O)[O-] was read as FBW7 activator 0.6, GPR151 activ -1.4, TEAD-YAP block -2.8 and MITF inh 9.5.
For O=C(Cn1cncn1)c1ccccc1Br the results were FBW7 activator 0.0, GPR151 activ 0.2, TEAD-YAP block 4.7 and MITF inh -4.8.

The final 2 entries of the section above are carried over, then new ones follow:
COc1ccc(C2=N/C(=C\c3ccc(C)o3)C(=O)O2)cc1[N+](=O)[O-] was read as FBW7 activator 0.6, GPR151 activ -1.4, TEAD-YAP block -2.8 and MITF inh 9.5.
For O=C(Cn1cncn1)c1ccccc1Br the results were FBW7 activator 0.0, GPR151 activ 0.2, TEAD-YAP block 4.7 and MITF inh -4.8.
Cc1cccc2nc(C(F)(F)F)c(C(=O)O)n12 was read as FBW7 activator -0.1, GPR151 activ 1.6, TEAD-YAP block -6.1 and MITF inh -10.3.
For O=C(O)c1cccc2c1NC(c1ccccc1)C1CC=CC21 (configuration not stated) the results were FBW7 activator -0.1, GPR151 activ 0.8, TEAD-YAP block 2.1 and MITF inh 25.8.
Screening CCCOc1ccc(-c2nc(Oc3ccc(C#N)cc3)c3ccccc3n2)cc1 returned FBW7 activator 0.0, GPR151 activ -1.0, TEAD-YAP block -6.7 and MITF inh -3.5.
For CCOc1ccccc1C(=O)Nc1nnc(CCc2ccccc2)s1 the results were FBW7 activator -0.1, GPR151 activ -2.3, TEAD-YAP block 34.3* and MITF inh -5.1.
Screening COc1ccc2ccccc2c1/C=C(/C#N)C(=O)NC1CCCC1 returned FBW7 activator -0.2, GPR151 activ 2.5, TEAD-YAP block -2.1 and MITF inh 0.9.
COc1cc(NC(=O)CN2CCN(CC(=O)Nc3ccccc3F)CC2)cc(OC)c1 was read as FBW7 activator 0.1, GPR151 activ -2.3, TEAD-YAP block -4.1 and MITF inh 3.4.
Screening COC(=O)C1=CN(Cc2ccc(F)cc2)C=C(C(=O)OC)C1c1ccc(OC)cc1OC returned FBW7 activator 0.4, GPR151 activ 0.3, TEAD-YAP block 1.4 and MITF inh -9.5.
`CCN(CC)S(=O)(=O)c1ccc(OC)c(NC(=O)CCCOc2ccccc2C)c1` gave FBW7 activator -0.1, GPR151 activ 1.7, TEAD-YAP block -0.8 and MITF inh -10.1.
Clc1ccc(C2Nc3cccc4cccc(c34)N2)cc1 was read as FBW7 activator 0.1, GPR151 activ 0.4, TEAD-YAP block 13.0 and MITF inh 8.8.
Screening Fc1ccc(Nc2ncnc3ccccc23)c(Cl)c1 returned FBW7 activator -0.2, GPR151 activ 2.0, TEAD-YAP block -9.3 and MITF inh 3.2.
Screening COC(=O)c1ccc(S(=O)(=O)NCCN2CCOCC2)cc1 returned FBW7 activator -0.1, GPR151 activ -0.9, TEAD-YAP block -4.5 and MITF inh -8.7.
c1nc(NC2CC2)cc(N2CCC(N3CCOCC3)CC2)n1 was read as FBW7 activator -0.1, GPR151 activ -0.8, TEAD-YAP block 1.9 and MITF inh -4.4.
CC1CCN(CC(=O)N(C)C2(c3ccccc3Cl)CCCCC2=O)CC1 (configuration not stated) was read as FBW7 activator -0.5, GPR151 activ 1.6, TEAD-YAP block -9.5 and MITF inh 90.0*.
`Cc1cc(C(F)(F)F)nc(-n2cc(-c3cccc(N)c3)nn2)n1` gave FBW7 activator -0.1, GPR151 activ 0.7, TEAD-YAP block 10.3 and MITF inh -2.0.
CC(C)c1ccc(/C=N/NC(=O)CSc2ncccn2)cc1 was read as FBW7 activator -0.1, GPR151 activ -1.1, TEAD-YAP block -10.7 and MITF inh 8.2.
`CCC(=O)Nc1ccc(C(=O)Nc2nc3c(s2)CCCC3)cc1` gave FBW7 activator -0.1, GPR151 activ -0.6, TEAD-YAP block -54.2 and MITF inh 1.6.
Cc1cc(NC(=O)c2cc(-c3ccc4c(c3)OCO4)on2)n(-c2ccccc2)n1 was read as FBW7 activator -0.1, GPR151 activ 0.2, TEAD-YAP block 0.7 and MITF inh 10.7.
`C[C@@H](OCc1ccccc1)[C@@H]1NC(=O)[C@H]2CN(C(=O)c3ccccc3Cl)CCN2C1=O` gave FBW7 activator 0.0, GPR151 activ -1.1, TEAD-YAP block -16.3 and MITF inh 1.8.
COc1ccccc1C(=O)N/N=C/c1cccc([N+](=O)[O-])c1 was read as FBW7 activator -0.1, GPR151 activ 0.9, TEAD-YAP block -16.4 and MITF inh -4.2.
For CC(=O)N1CCc2cc(C(=O)CN3CCCN(Cc4ccc(F)cc4)C3)ccc21 the results were FBW7 activator -0.3, GPR151 activ 1.1, TEAD-YAP block -5.0 and MITF inh -9.6.
Screening Nc1nc(C2CCCN2S(=O)(=O)c2ccc(Cl)cc2)cs1 (configuration not stated) returned FBW7 activator 0.0, GPR151 activ 0.8, TEAD-YAP block 7.2 and MITF inh -0.2.
Screening CC(C)(C)C(=O)Nc1nc(CC(=O)NCc2c(F)cccc2F)cs1 returned FBW7 activator -0.1, GPR151 activ -0.2, TEAD-YAP block -21.7 and MITF inh -16.3.
For Nc1nonc1C(=O)NCCNC(=O)c1ccc(F)cc1 the results were FBW7 activator 0.0, GPR151 activ -0.4, TEAD-YAP block 6.9 and MITF inh 5.9.
`CCCc1nnc(SCC(=O)Nc2nc3ccccc3s2)n1CC` gave FBW7 activator -0.1, GPR151 activ -0.5, TEAD-YAP block -6.1 and MITF inh -5.2.
CCOc1ccc(/C=C2\SC(=S)N(CCC(=O)O)C2=O)cc1 was read as FBW7 activator 0.0, GPR151 activ -1.6, TEAD-YAP block 7.9 and MITF inh 0.8.
O=C(Nc1ccc(Oc2ccc(NC(=O)C(F)(F)F)c(NC(=O)C(F)(F)F)c2)cc1)C(F)(F)F was read as FBW7 activator -0.2, GPR151 activ 0.1, TEAD-YAP block 2.3 and MITF inh 8.7.
Cc1cc(C)nc(SCc2nc3ccc(Cl)cn3c2Br)n1 was read as FBW7 activator -0.1, GPR151 activ 0.6, TEAD-YAP block -1.0 and MITF inh -6.3.
For CN(C)S(=O)(=O)c1ccc(C(=O)/C=C/c2cccc(Cl)c2)cc1 the results were FBW7 activator 0.2, GPR151 activ 0.0, TEAD-YAP block -4.5 and MITF inh 16.9.
For COc1ccc(C2SCC(C(=O)O)N2C(C)=O)cc1OC (configuration not stated) the results were FBW7 activator 0.0, GPR151 activ -0.1, TEAD-YAP block -2.1 and MITF inh 50.6*.
For C[C@H](N)C(=O)Nc1ccc(-c2cn[nH]c2)cc1OCCN(C)C the results were FBW7 activator 0.0, GPR151 activ 0.9, TEAD-YAP block 5.3 and MITF inh -3.7.
`COc1cc2c(cc1NC(=O)c1cc3ccccc3o1)oc1ccccc12` gave FBW7 activator 0.0, GPR151 activ 1.6, TEAD-YAP block 5.7 and MITF inh 11.0.
CCOC(=O)c1sc2nccc(Nc3ccccc3)c2c1N was read as FBW7 activator 0.2, GPR151 activ -0.6, TEAD-YAP block -4.5 and MITF inh 7.6.
Screening O=C(Nc1cc2c3c(c1)CCC(=O)N3CCC2)C1CC1 returned FBW7 activator 0.0, GPR151 activ 0.6, TEAD-YAP block 15.4 and MITF inh 3.4.
Screening Cn1cnnc1SCC(=O)Nc1ccccc1C(C)(C)C returned FBW7 activator 0.1, GPR151 activ 1.7, TEAD-YAP block -2.1 and MITF inh 4.5.
For CC(C)CCNC(=O)CCNC(=O)c1ccc(Br)o1 the results were FBW7 activator 0.0, GPR151 activ 1.3, TEAD-YAP block -1.9 and MITF inh 0.5.
COCCN1C(=O)c2ccccc2C(C(=O)Nc2ccc(F)cc2)C1c1cccs1 (configuration not stated) was read as FBW7 activator 0.1, GPR151 activ -0.4, TEAD-YAP block -15.1 and MITF inh 3.2.
`Cc1ccccc1OCCn1c(S(=O)(=O)O)nc2c(N)ncnc21` gave FBW7 activator 0.0, GPR151 activ -0.4, TEAD-YAP block -0.9 and MITF inh -0.8.
`CCc1ccc(C2CC(=O)NC3=C2C(=O)CC(c2ccc(OC)cc2)C3)cc1` (configuration not stated) gave FBW7 activator 0.0, GPR151 activ -0.5, TEAD-YAP block -10.9 and MITF inh -1.6.
Screening COC(=O)C1=C(C)N(c2cccc(Br)c2)C(=O)/C1=C\c1ccccc1O returned FBW7 activator 0.1, GPR151 activ -0.7, TEAD-YAP block 2.2 and MITF inh 4.5.
